HepG2 tox: qHTS for Inhibitors of TGF-b: Cytotox Counterscreen; 410,000 compounds, 0.76% hits; AID 588856, 2011; Potency, µM (series often up to 46.1 µM), for the others: top-dose activity change, negative = cytotoxicity, most hits filed as cytotoxic; HepG2 CAGA-GFP viability, ATP luminescence, 18 h; note: potency is the fitted concentration of half-maximal effect; some results filed as inactive show a strong effect at the top dose
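HepG2 CAGA-GFP cells (1000/well, DMEM with 1% FBS) received compound, then TGF-beta at 500 pg/mL final, and were incubated 18 hours at 37 degrees C. Viability was read by CellTiter-Glo luminescence. Media-only wells were set as complete cell-killing and DMSO as no toxicity.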
Akt phos inh: HTS Assay for Inhibitors of Akt Phophorylation: Primary Screen; Neuro2A IGF-stimulated pAkt S473 HTRF, 20 min; hits give low values; activity change, % for hits at 50 µM; 360,000 compounds, 0.32% hits; in the data active = activity change below about -80%; inconclusive = mostly about -51% to -80%; note: % is set by controls: 0 for no effect and ±100 for the full control effect
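Single-point screen (50 µM final compound) in Neuro2A cells stimulated 20 min with 6 nM IGF at 37 deg C. After lysis, Ser473-phosphorylated Akt read by HTRF (ex 330 nm, em 615/665 nm) as the 665/615 ratio.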
A549 viability: Nrf2 qHTS screen for inhibitors: counterscreen for cytotoxicity | Potency, µM (titrated, usually from 46 µM), for the others: at the highest dose activity change, negative = cytotoxicity, hits mostly inhibitors | 390,000 compounds, 0.16% hits | A549 ARE-Fluc cells, CellTiter-Fluor viability, 18-24 h; note: potency is the fitted concentration of half-maximal effect; % is set by controls: 0 for no effect and ±100 for the full control effect
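Cytotoxicity counterscreen: CellTiter-Fluor fluorescence was measured in A549 ARE_Fluc cells after 18-24 h of compound exposure in a concentration series. The subsequent BugLite luminescent read reports ARE-luciferase activity.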
Nrf2 ARE act: qHTS of Nrf2 Activators; AREc32 ARE-luciferase reporter (MCF7-derived line), luminescence, 24 h; Potency, µM (highest dose often 46.1 µM), without a hit: top-dose activation, hits mostly activators; 410,000 compounds, 0.31% hits; AID 624171, 2012; note: potency is the fitted concentration of half-maximal effect; % of control where 0% means no effect; nearly all actives have a fitted effect of over 65% in size
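Cells of the AREc32 ARE-luciferase line are plated in OPTI-MEM containing 5% FBS and left overnight at 37 deg C. Compounds are pinned in, incubation continues 24 hr, and firefly luciferase signal is then measured.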
MmCpn inh: Inhibitors of TCP-1 ring complex (TRiC) of Methanococcus maripaludis (MmCpn): qHTS; purified Mm-Cpn ATPase, ADP Transcreener TR-FRET; 330,000 compounds, 0.031% hits; Chaperonin Mm-Cpn (Methanococcus maripaludis); Potency, µM (series often up to 76.9 µM), for inactives: at the highest dose activity, negative = inhibition, actives largely listed as inhibitors; note: potency is the fitted concentration of half-maximal effect; % is set by controls: 0 for no effect and ±100 for the full control effect; nearly all actives have a fitted effect of over 80% in size
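25 nM Mm-CPN + cpd, 10 min 37°C; + 10 uM ATP, 30 min 37°C; buffer 30 mM Tris pH 7.4, 100 mM KCl, 5 mM MgCl2, 1 mM DTT; Transcreener ADP HTRF detection 30 min RT.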
ATXN viability: Viability Counterscreen for Primary qHTS for Inhibitors of ATXN expression. S2 cells (HEK-293 line with an ATXN2-luciferase reporter) viability, CellTiter-Fluor protease fluorescence, 24 h. Potency, µM (doses to about 56.7 µM), hits mostly cytotoxic. 400,000 compounds, 0.49% hits. AID 651635, 2014; note: potency is the fitted concentration of half-maximal effect; nearly all actives have a fitted effect of over 40% in size
Nrf2 block: Nrf2 qHTS screen for inhibitors; A549 ARE-Fluc reporter, luciferase luminescence, 18-24 h; Potency, µM (doses to about 46 µM), without a hit: at the top dose activity change, negative = inhibition, actives largely listed as inhibitors; 360,000 compounds, 2.1% hits; note: potency is the fitted concentration of half-maximal effect; % is set by controls: 0 for no effect and ±100 for the full control effect; nearly all actives have a fitted effect of over 60% in size
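A549 ARE_Fluc cells, 5000/well, 5% FBS OPTI-MEM; compounds in dose-response, 18-24 h at 37 °C/5% CO2; CellTiter-Fluor viability read (Ex 405/Em 525), then BugLite luciferase luminescence = Nrf2 activity.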
CCT chaperon mod: High-Throughput Screening for Modulators of Cytosolic Chaperonin Activity | purified chaperonin ATPase assay, HTRF ADP detection, 30 min | activity change, % (test concentration not listed), hits read low | AID 651819, 2012 | 360,000 compounds, 0.3% hits; in the data active = activity change below about -30%; note: % is set by controls: 0 for no effect and ±100 for the full control effect
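Enzyme 40 or 20 nM (batch-dependent) in Tris pH 7.4/KCl/MgCl2/DTT; cpd 76 uM single point; ATP 10 uM; 30 min 37 °C; Transcreener ADP HTRF detection, 30 min RT; ratio 665/615.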
TGFb inhibitor: qHTS for Inhibitors of TGF-b | HepG2 CAGA-GFP TGF-b/SMAD3 reporter, GFP fluorescence, 18 h; TGF-beta stimulated, 500 pg/mL final | Potency, µM (titrated, usually from 46.1 µM), for the others: top-dose activity, negative = inhibition, hits mostly inhibitors | 410,000 compounds, 1.2% hits | AID 588855, 2011; note: potency is the fitted concentration of half-maximal effect; % is set by controls: 0 for no effect and ±100 for the full control effect; nearly all actives have a fitted effect of over 65% in size
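Per well, imaged GFP fluorescence of HEPG2 CAGA-GFP cells gives the signal; cells get compound, then TGF-beta (500 pg/mL final), 18 h at 37 degrees C; %Activity versus -TGF-beta and +DMSO controls.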
Starred values were filed as active, the others as inactive; i = inactive; ? = inconclusive; . = not tested or not shown; & = joins results of further samples. Unless noted, calls come from the whole dose curve; as a rule, active = well fitted curve in the direction sought with a large enough effect; inconclusive = small, poorly fitted or top-dose-only effect, or another doubt; inactive = no such curve, though single readings can be large; an effect the other way counts as inactive or inconclusive.

entry | smiles | HepG2 tox | Akt phos inh | A549 viability | Nrf2 ARE act | MmCpn inh | ATXN viability | Nrf2 block | CCT chaperon mod | TGFb inhibitor
1 | O=S(=O)(N/N=C/c1ccc(F)cc1)c1ccccc1 | 5.6% | i | 2.9% | 0.1% | 0.6% | i | 1.4% | -2.3 | 7.7%
2 | CC(C)(C)OC(=O)N1CCC(c2c(C(=O)Nc3ccc4c(c3)OCO4)cnn2-c2ccccc2)CC1 | -30.1% | . | -0.8% | -0.6% | . | i | . | . | 7.7%
3 | Cn1c2c(c(=O)[nH]c1=O)C(NC(=O)c1ccco1)(C(F)(F)F)C(=O)N2 (stereo not drawn) | 2.0% | i | -11.3% | 0.1% | 1.3% | i | 1.1% | 1.0 | 29.9%
4 | CCN(CC)S(=O)(=O)c1cccc(-c2nnc(SCC(=O)NCCC3=CCCCC3)n2N)c1 | -22.6% | i | -17.7% | -0.7% | 1.1% | i | -18.6% | -2.2 | -3.6%
5 | CC(=O)n1nc(-c2ccco2)nc1SCc1ccccc1 | -4.9% | i | 0.9% | 3.7% | -0.4% | i | 1.6% | -0.9 | -15.9%
6 | CCOC(=O)CSc1nnc(C)c(=O)[nH]1 | 8.9% | i | 0.6% | -0.4% | 0.4% | i | -19.9% | -0.1 | 11.6%
7 | Cc1ccc(C)c(N2CCN(Cc3nnc(-c4ccc5c(c4)OCO5)o3)CC2)c1 | -16.0% | . | 0.7% | 2.3% | . | i | -15.2% | . | -7.5%
8 | CCOc1ccc2nc(SCC(=O)NC3CCCCC3)[nH]c2c1 | 5.8% | i | -10.8% | -0.3% | -0.6% | i | -1.8% | -0.1 | 0.7%
9 | CCN(CCn1cccn1)C(=O)c1cc(COc2ccccc2SC)on1 | 1.9% | i | -8.4% | 3.3% | 0.0% | i | ? | -1.7 | 6.7%
10 | CC(Sc1nccn1C)C(=O)c1c(N)n(C)c(=O)n(C)c1=O (stereo not drawn) | -5.3% | i | -1.1% | -0.7% | -2.5% | i | -1.8% | -3.3 | -18.3%
11 | O=C(CN1C(=O)COc2ccccc21)Nc1ccc(F)cc1 | -37.1% | i | -4.5% | 12.6µM* | 1.7% | i | 11.2% | 0.8 | -8.0%
12 | COc1ccccc1C=NN=Cc1ccccc1OC | -13.6% | i | -4.4% | 7.3% | . | i | 8.5% | 0.2 | -7.6%
13 | OC1CCCC1 | -0.5% | i | -8.0% | 0.5% | -1.4% | i | 10.6% | -1.7 | 5.8%
14 | O=C(COC(=O)CNC(=O)c1cccc([N+](=O)[O-])c1)Nc1cccc(S(=O)(=O)N2CCCC2)c1 | -0.2% | i | -4.4% | 0.1% | 0.0% | i | -31.3% | 0.9 | -7.8%
15 | COC(=O)[C@H](CC(C)C)N(Cc1ccccc1)S(=O)(=O)N(Cc1ccc(OC)cc1)[C@@H](CC(C)C)C(=O)OC | -5.6%&-24.1% | i | 2.1% | 4.9% | -0.2% | i | -24.6% | -3.4 | ?
16 | CNc1ccc2ncc(-c3cccc(C(=O)N(C)C)c3)n2n1 | 0.0% | i | . | 3.0% | . | i | . | -1.9 | ?
17 | CC1CCCC(C)N1C(=O)CSc1nc2ccccc2c(=O)[nH]1 (stereo not drawn) | -1.1% | i | 1.8% | 0.1% | -2.9% | i | 8.7% | 0.0 | 4.9%
18 | COC(=O)c1cccc(NC(=O)/C=C/c2cccc([N+](=O)[O-])c2)c1 | -2.9% | i | -14.2% | 8.6% | -1.2% | i | . | -1.0 | 24.2%
19 | CC1CCCCC1NC(=O)CN1c2cccc3cccc(c23)S1(=O)=O (stereo not drawn) | -2.7% | i | 0.8% | -0.4% | -1.5% | i | -17.2% | -0.2 | ?
20 | Cc1cc(NC(=O)c2ccc(Cl)cc2)n(CCOC(=O)c2ccc(Cl)cc2)n1 | -23.2% | i | 1.8% | 4.1% | 0.0% | i | -11.9% | -1.0 | 0.0%
21 | COc1ccc(CCNc2nc(-c3sc(C)nc3C)cs2)cc1OC | -20.4% | i | ? | -0.1% | -10.1% | ? | 20.6µM* | -1.8 | 0.0%
22 | O=C1CC(c2ccccc2)NC(=S)N1 (stereo not drawn) | 4.9% | i | . | -1.8% | . | i | . | -0.5 | -8.6%
23 | Cc1ccc(NC(=O)c2ccc(S(=O)(=O)N3CCCCC3)cc2)cc1 | 1.6% | i | -1.3% | -0.3% | -3.8% | i | . | -0.9 | -20.3%
24 | O=C(CCN1C(=O)/C(=C/c2ccccc2Cl)SC1=S)N1CCCC1 | -14.9% | i | ? | 22.4% | 0.2% | i | 10.0% | 1.6 | 3.9%
25 | COc1ccc(OCC(=O)OCC(=O)NC2CC2)cc1 | 0.4% | i | 0.9% | -1.2% | -1.1% | i | 4.7% | 1.4 | 0.1%
26 | CCOC(=O)c1cc(-c2ccc(OC)cc2)nc2c1c(C)nn2CCC(N)=S | -2.4% | i | -10.7% | 4.0% | 1.4% | i | ? | -1.5 | -12.7%
27 | COC(=O)[C@]1(C)N[C@H](CN(C)C(=O)c2ccc(F)cc2)[C@@H]2C(=O)N(Cc3ccccc3)C(=O)[C@@H]21 | 6.1% | i | 10.2% | -0.1% | -7.2% | i | 5.7% | 0.2 | 14.6%
28 | Cc1ccc(C(=O)OCC(=O)N2CCC(Cc3ccccc3)CC2)cc1N | 0.2% | i | 0.3% | -1.7% | 4.0% | i | 1.0% | -0.4 | 6.2%
29 | COc1ccc(OCC(=O)Nc2ccc3c(c2)nc(CCn2ccccc2=O)n3C)cc1 | -1.0% | i | 1.3% | -0.2% | -4.3% | i | 5.1% | -0.2 | 6.1%
30 | Cc1ccc2occ(CC(=O)N3CCN(c4cccc(Cl)c4)CC3)c2c1 | -20.1% | . | -3.7% | 4.9% | . | i | ? | . | ?

Further compounds follow.
Fields: HepG2 tox, Akt phos inh, A549 viability, Nrf2 ARE act, MmCpn inh, ATXN viability, Nrf2 block, CCT chaperon mod, TGFb inhibitor
[31] CCc1nnc(NC(=O)CSCc2cc(=O)n3nc(C)sc3n2)s1
 : 0.1%, i, 5.9%, -0.7%, 0.9%, i, 5.0%, -0.5, 4.0%
[32] Cc1ccccc1OCC(=O)N/N=C/c1cn(Cc2ccccc2)c2ccccc12
 : -30.8%, i, -1.3%, 0.0%, -0.4%, i, -7.5%, 0.5, 8.91µM*
[33] CCC(Oc1ccccc1)C(=O)Nc1cc(C)on1 (stereo not drawn)
 : -10.9%, i, 4.0%, -1.2%, -1.0%, i, 12.6%, -2.1, 1.2%
[34] COc1ccc(Cc2nnc(SCC(=O)Nc3ccccc3C#N)o2)cc1
 : -6.8%, i, -6.5%, 0.2%, 0.8%, i, -1.6%, -5.1, 1.7%
[35] Cc1noc(C)c1C(=O)OC(C)C(=O)Nc1ccc2c(c1)OCO2 (stereo not drawn)
 : -8.1%, i, -0.7%, -0.8%, -4.9%, i, 1.0%, -2.1, 9.1%
[36] COc1ccccc1C(=O)NC(=S)Nc1ccc(N2CCOCC2)cc1
 : 1.3%, i, ., 6.0%, ., i, ., -4.4, -7.1%
[37] COc1ccc(S(=O)(=O)N(C)c2ccc(C(=O)N3CCCC3)cc2)cc1
 : -9.0%, i, 8.1%, 0.4%, 1.8%, i, ?, 0.5, -9.2%
[38] N#Cc1c(N2C(=O)Nc3ccccc3N2O)sc2c1CCCCCC2
 : -63.6%, i, -4.7%, -0.9%, 1.2%, i, 2.2%, 1.3, -22.6%
[39] Cc1cccc(C(=O)N2CCCCCC2)c1[N+](=O)[O-]
 : 24.0%, i, -4.2%, 0.6%, -3.2%, ?, 4.5%, -0.8, 14.3%
[40] O=C(O)c1ccccc1C(=O)NNc1cccc(Cl)n1
 : 4.6%, i, 6.5%, 7.0%, -1.9%, i, 14.1%, -6.0, -23.7%

The list goes on, starting with the last four of the part before.
Fields: HepG2 tox, Akt phos inh, A549 viability, Nrf2 ARE act, MmCpn inh, ATXN viability, Nrf2 block, CCT chaperon mod, TGFb inhibitor
[37] COc1ccc(S(=O)(=O)N(C)c2ccc(C(=O)N3CCCC3)cc2)cc1
 : -9.0%, i, 8.1%, 0.4%, 1.8%, i, ?, 0.5, -9.2%
[38] N#Cc1c(N2C(=O)Nc3ccccc3N2O)sc2c1CCCCCC2
 : -63.6%, i, -4.7%, -0.9%, 1.2%, i, 2.2%, 1.3, -22.6%
[39] Cc1cccc(C(=O)N2CCCCCC2)c1[N+](=O)[O-]
 : 24.0%, i, -4.2%, 0.6%, -3.2%, ?, 4.5%, -0.8, 14.3%
[40] O=C(O)c1ccccc1C(=O)NNc1cccc(Cl)n1
 : 4.6%, i, 6.5%, 7.0%, -1.9%, i, 14.1%, -6.0, -23.7%
[41] CC1CCCN(S(=O)(=O)c2cc3c(cc2Cl)NC(=O)CO3)C1 (stereo not drawn)
 : -18.8%, ., -0.8%, -1.0%, ., i, -15.5%, ., -3.3%
[42] CCOC(=O)C1CCN(C(=O)CSc2c3c(nc4ccccc24)CCC3)CC1
 : 1.2%, i, 1.2%, ?, 0.1%, i, 3.5%, 2.5, ?
[43] CCOC(=O)CSC1=NC(=O)/C(=C/c2ccc(Br)cc2)S1
 : -20.4%, i, -7.6%, 25.5%, -1.1%, i, ?, -2.5, 6.3%
[44] CC(=O)Oc1ccc(Cn2c(C)c(C(=O)NCc3ccccc3C(F)(F)F)sc2=O)cc1
 : -15.5%, i, ., 3.7%, ., i, ., -0.2, -20.7%
